# S1P4 antag = S1P4 receptor antagonists, primary screen, cell-based. S1P4-expressing cells, antagonist mode, reporter read-out. inhibition, % at 4.98 µM. actives 0.26% (n = 220,000); in the data active means inhibition above about 29%;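 further: 0% = wells stimulated with agonist and 100% = vehicle wells without agonist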
# Target sequence (O95977 whole entry, looked up): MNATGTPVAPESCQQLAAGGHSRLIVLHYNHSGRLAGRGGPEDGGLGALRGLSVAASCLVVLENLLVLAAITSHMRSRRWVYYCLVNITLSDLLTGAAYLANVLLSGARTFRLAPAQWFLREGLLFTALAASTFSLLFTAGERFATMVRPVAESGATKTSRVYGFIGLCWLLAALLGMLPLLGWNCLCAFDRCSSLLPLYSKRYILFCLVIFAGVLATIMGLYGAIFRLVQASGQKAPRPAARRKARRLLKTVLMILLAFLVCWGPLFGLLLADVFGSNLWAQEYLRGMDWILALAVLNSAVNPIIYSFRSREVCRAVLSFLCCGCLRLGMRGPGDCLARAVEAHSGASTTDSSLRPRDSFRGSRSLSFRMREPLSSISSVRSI
# PERK inh = block of dimerizer-induced PERK translation repression, primary screen, PERK inhibitor project, CHO PERK-DD cells, SEAP luminescence, HTS; Eukaryotic translation initiation factor 2-alpha kinase 3 (Homo sapiens), Q9NZJ5; actives 0.17% (n = 220,000); inhibition, % at 5.6 µM; CHO PERK-DD fusion, SEAP luminescence translation reporter;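 active means inhibition above the mean inhibition of all tested compounds plus 3 SD, set separately per screening campaign, cut at about 2.9% in these data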;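 further: PERK kinase domain activated by AP20187 dimerizer at 100 nM; 0% = DMSO with dimerizer and 100% = rapamycin at 8.4 µM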
# Mdm2 ligase inh = MDM2-luciferase reporter signal enhancers, primary screen, MDM2 E3 ligase inhibitor project, cell-based, luminescence, 1536-well | cell-based MDM2 ubiquitination luciferase reporter, 2 h; 0 = plate control, 100 = twice control, blank-subtracted | signal enhancement, % at 5 µM | actives 0.11% (n = 210,000);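 active means signal enhancement of 30% or more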;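 further: luminescence tracks abundance of the self-degrading MDM2-luciferase fusion protein; higher signal means inhibition of MDM2 E3 ligase activity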
#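 Timing – 2 h compound exposure at 37 °C · Assay system – mammalian cells stably expressing self-ubiquitinating, self-degrading MDM2 E3–luciferase fusion · Amount – 2000 cells seeded into each well · Measure – % luminescence enhancement versus blank-corrected plate control mean · Measured by – SteadyLite luminescence, 15 min reagent step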
# BaF3 tox = parental Ba/F3 cell viability inhibition, counter-screen for JAK2V617F inhibitor project, murine pro-B, CellTiter-Glo luminescence | CellTiter-Glo ATP luminescence | inhibition, % at 5.6 µM | actives 1.1% (n = 220,000);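 active means inhibition above a per-campaign cutoff, the mean inhibition of all tested compounds plus 3 SD, cut at about 27% in these data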;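 further: 0% = DMSO wells and 100% = JAK Inhibitor I control wells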
# S1P4 agonist = S1P4 receptor agonists, primary screen, cell-based; Sphingosine 1-phosphate receptor 4 (Homo sapiens), O95977; S1P4-expressing cell line, agonist reporter assay; activation, % at 4.98 µM; actives 0.35% (n = 220,000); AID 1509, 2009; in the data active means activation above about 11%;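 further: 0% = DMSO vehicle and 100% = reference agonist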
# Wee1 degr inh = Wee1 degradation inhibitors, primary screen, cell-based, HeLa, Wee1K328M-luciferase, luminescence. Wee1-like protein kinase (Homo sapiens), P30291. reporter increase, % at 5 µM. HeLa Luc-Wee1K328M stability; 100% = proteasome inhibitor MG132 effect. actives 1.2% (n = 220,000). AID 1321, 2008;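 active means activation above the mean of all tested compounds plus 3 SD, set per screening run, cut at about 8.8% in these data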;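 further: cells exposed to compound for 20 h before luminescence read; 0% = DMSO alone and 100% = MG132 at 30 µM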
# Target sequence (P30291 whole entry K328M): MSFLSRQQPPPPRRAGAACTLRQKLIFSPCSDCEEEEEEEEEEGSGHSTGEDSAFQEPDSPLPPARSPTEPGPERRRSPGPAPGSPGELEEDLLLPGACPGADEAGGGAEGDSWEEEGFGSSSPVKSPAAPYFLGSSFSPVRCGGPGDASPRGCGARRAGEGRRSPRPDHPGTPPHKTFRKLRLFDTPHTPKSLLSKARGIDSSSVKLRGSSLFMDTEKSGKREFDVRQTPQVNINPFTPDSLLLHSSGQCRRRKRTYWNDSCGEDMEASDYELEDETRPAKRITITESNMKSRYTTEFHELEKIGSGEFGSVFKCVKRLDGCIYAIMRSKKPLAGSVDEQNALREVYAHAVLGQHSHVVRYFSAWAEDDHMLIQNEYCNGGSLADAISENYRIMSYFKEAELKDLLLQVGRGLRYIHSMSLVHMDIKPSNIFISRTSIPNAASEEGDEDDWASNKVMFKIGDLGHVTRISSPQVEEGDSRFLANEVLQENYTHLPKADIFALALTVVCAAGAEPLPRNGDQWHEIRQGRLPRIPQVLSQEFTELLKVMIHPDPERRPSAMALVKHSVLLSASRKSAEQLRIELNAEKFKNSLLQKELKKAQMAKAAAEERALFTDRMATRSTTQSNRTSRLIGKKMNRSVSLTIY
# NPY2 pot ag = NPY-Y2 potentiators or agonists, primary screen, cell-based; activation, % at 3.6 µM; cells expressing NPY-Y2, potentiator/agonist read-out; Neuropeptide Y receptor type 2 (Homo sapiens), P49146; actives 0.45% (n = 220,000); in the data active means activation above about 27%;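 further: cells stimulated with NPY near EC25 plus isoproterenol at EC100; 0% = vehicle plus submaximal agonist and 100% = vehicle plus saturating agonist; some results beyond the cut were filed as inactive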
# Ba/F3 V617F tox = reduced viability of JAK2V617F-dependent Ba/F3 cells, primary screen, JAK2V617F inhibitor project, cell-based, Ba/F3 EpoR-JAK2V617F, luminescence; ATP luminescence; inhibition, % at 5.6 µM; actives 1.1% (n = 220,000); AID 1446, 2008;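 active means inhibition above the campaign mean plus 3 SD over all tested compounds, cut at about 24% in these data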;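 further: cytokine-independent growth of Ba/F3 cells driven by EpoR plus mutant JAK2; 0% = DMSO-treated cells and 100% = JAK inhibitor I control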
# eIF4E 4G PPI = eIF4E–eIF4G protein interaction inhibitors, primary screen, biochemical, uHTS, TR-FRET, eIF4GI fragment; Eukaryotic translation initiation factor 4E (Mus musculus) + Eukaryotic translation …; TR-FRET eIF4E-eIF4GI(517-606) binding, 2 h; inhibition, % at 21.7 µM; actives 0.37% (n = 220,000);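 active means inhibition above about 30%, limit read from the data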;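 further: 0% = full FRET control wells and 100% = background wells lacking eIF4GI fragment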
# * hit, by the source's call; . = no result given; [ ] = dose if it differs, or a comment. Rows were taken by chance; any-hit rate near 4.1%.
SMILES	S1P4 antag	PERK inh	Mdm2 ligase inh	BaF3 tox	S1P4 agonist	Wee1 degr inh	NPY2 pot ag	Ba/F3 V617F tox	eIF4E 4G PPI
COc1ccc(OC)c(NC(=O)CCN2CCCC(C)C2)c1 (centres undefined)	-8	0.1	1	3	0.9	0	-12	0	2
COc1nc(Cc2ccc(Cl)cc2)nc2ccccc12	0	-0.4	9	3	1.1	1	-8	3	2
COc1ccc(Cc2nc3c4c(ncn3n2)Oc2ccc3ccccc3c2C4c2ccc(OC)c(OC)c2)cc1 (centres undefined)	-25	-0.9	-11	4	0.9	1	-5	-1	-1
Cc1nnc(NC(=O)c2cccc(Br)c2)s1	9	0.3	-2	3	-1.4	0	-18	-1	0
COC(=O)Cn1c(C)nc2ccccc21	-9	-0.6	-8	5	2.2	-1	-14	3	-4
COCc1c(C(=O)NC2CCCCCC2)oc2ccccc12	3	0.6	-6	4	1.5	-5	7	-1	-3
Cc1cc(C)cc(C(=O)N2CCN=C2c2ccccc2)c1	-10	0.3	5	2	-0.7	1	-16	1	12
COc1ccc2c(c1)C(c1cccs1)=NNC(c1cccnc1)=N2	-6	0.0	3	7	0.9	-1	-5	-3	-1
COc1cccc2c1CCC(NC(C)=O)C2=O (centres undefined)	-4	-1.1	-7	1	1.1	-5	-6	0	6
CC1=C(C(=O)OC(C)C)C2(O)C(=O)c3ccccc3C2(O)N1 (centres undefined)	-3	-1.3	-9	6	-0.1	1	3	4	1
COc1cc2ncc(S(=O)(=O)c3ccccc3)c(N3CCC4(CC3)OCCO4)c2cc1OC	10	-0.5	-17	2	-1.0	2	6	3	-6
Cc1c(C(=O)OC(C)CCN(C)C)oc2ccccc12 (centres undefined)	0	-1.3	-1	0	2.3	-3	7	-2	2[fluorescence artefact?]
COc1ccccc1N(C(=O)CNS(=O)(=O)c1ccccc1)C(C(=O)NCc1ccco1)C(C)C (centres undefined)	-9	-1.0	-8	1	-0.5	-3	-2	-5	0
O=C(CCN1C(=O)c2ccncc2C1=O)NCc1ccc(Cl)cc1	-10	1.0	-12	1	2.0	3	-4	-3	1
C/C(=N\N1CCN(Cc2ccc(C)cc2)CC1)c1ccco1	0	0.5	3	4	1.1	0	6	-1	3
O=C(CCC(=O)OCC(=O)c1ccc(Br)cc1)NC1CCCCC1	-26	0.6	-13	4	0.1	-1	-5	-2	3
O=C(Nc1ccccc1)c1cccnc1N1CCOCC1	-27	1.2	-14	3	1.7	1	5	1	4
CCCC1(C(=O)OCC)NC(c2ccc(N(C)C)cc2)C2C(=O)N(c3ccccc3)C(=O)C21 (centres undefined)	9	-0.2	-2	2	1.2	-1	-8	-1	-8
OC(Cn1cncn1)c1ccc(Cl)cc1Cl (centres undefined)	1	0.6	-10	2	-3.0	0	1	-4	-5
CCC(=O)Nc1c(C(=O)N2CCN(c3ccccn3)CC2)cnn1-c1ccc(Cl)cc1	-18	-0.8	-2	6	0.9	-2	6	-3	-6
Cc1ccc(C)n1-c1ccsc1C(=O)CC#N	-11	1.6	-6	2	2.0	0	7	0	-1
O=C(NCCCNCCCNC(=O)c1ccccn1)c1ccccn1	-26	0.6	-9	-1	1.5	0	-1	-3	-5
CCOC(=O)N1CCN(C(=O)/C(=C/c2ccc(OC)c(OC)c2)NC(=O)c2ccccc2)CC1	-9	-0.3	2	7	-1.0	1	-11	3	2
O=c1c2cc(N3CCOCC3)ccc2[nH]c(=S)n1CCCN1CCCC1	-16	0.1	-7	-1	-3.8	-2	-25	-3	-10
COCCSc1nnc(NC(=O)C2CC(=O)N(c3ccc(OC)cc3)C2)s1 (centres undefined)	-7	0.3	5	4	0.2	8	-2	1	2
COc1ccccc1N1C(=O)S/C(=C\c2cc(C)n(C)c2C)C1=O	-1	-0.1	-90	4	-1.9	0	-5	3	-1
COc1ccc(NC(=O)/C(=C/c2ccc(OC(C)=O)c(OC)c2)NC(C)=O)cc1	-23	0.1	-2	2	-1.1	1	2	-4	17
CSc1nnnn1-c1ccc(C(=O)O)cc1	0	1.2	-14	1	1.7	-2	-18	-1	4
CC1CC(CC(=O)NC(=S)Nc2ccccc2Cl)C(=O)O1 (centres undefined)	1	0.8	-16	3	-2.2	0	4	5	-3
Cc1cc(=O)oc2ccc(OCC(=O)N3CCc4ccccc43)cc12	-7	-1.0	12	10	1.8	3	4	-2	-1

# Full records, quoted from the list:
# `Cc1ccc(C)n1-c1ccsc1C(=O)CC#N` is listed as S1P4 antag: -11; PERK inh: 1.6; Mdm2 ligase inh: -6; BaF3 tox: 2; S1P4 agonist: 2.0; Wee1 degr inh: 0; NPY2 pot ag: 7; Ba/F3 V617F tox: 0; eIF4E 4G PPI: -1
# `CCC(=O)Nc1c(C(=O)N2CCN(c3ccccn3)CC2)cnn1-c1ccc(Cl)cc1` is listed as S1P4 antag: -18; PERK inh: -0.8; Mdm2 ligase inh: -2; BaF3 tox: 6; S1P4 agonist: 0.9; Wee1 degr inh: -2; NPY2 pot ag: 6; Ba/F3 V617F tox: -3; eIF4E 4G PPI: -6

# (more compounds)
SMILES	S1P4 antag	PERK inh	Mdm2 ligase inh	BaF3 tox	S1P4 agonist	Wee1 degr inh	NPY2 pot ag	Ba/F3 V617F tox	eIF4E 4G PPI
Cc1cc(C(=O)COC(=O)c2ccc(Br)o2)c(C)n1C	-3	0.0	-25	3	0.7	0	-11	-1	0
COc1ccccc1/C=C/CN1CCCC(CCC(=O)NCc2ccc(F)c(F)c2)C1 (centres undefined)	-10	-0.5	-4	5	1.7	1	5	-3	-7
O=S(=O)(c1cccs1)N1CCN(CC(O)COC2CCCc3ccccc32)CC1 (centres undefined)	3	0.4	-18	4	-2.3	-4	11	-2	0[fluorescence artefact?]
COCCn1c(SCCN2CCCCC2)nc2ccccc2c1=O	-6	-0.7	-6	6	-0.1	1	11	-1	1
Cc1ccc(-c2nnn(CC(=O)N(CCN3CCOCC3)C(C(=O)NC(C)(C)C)c3ccco3)n2)cc1 (centres undefined)	-8	-0.4	-5	2	2.4	0	-1	0	2
CCNc1nc(N)nc(Oc2ccc(C(=O)OC)cc2)n1	-22	0.0	-18	3	1.6	6	-7	-2	2
CC1(C)NC(=O)N(CCCCOc2cccc(C(F)(F)F)c2)C1=O	-25	-0.1	6	5	7.0	-1	2	1	0
O=C(Nc1nnc(CCN2CCCCC2)s1)c1ccc(Br)cc1	-12	0.6	-10	5	0.1	6	-1	1	2
O=C(/C=C/c1cccc(Cl)c1)Nc1ccncc1	-2	-0.4	3	1	-1.3	-1	11	-4	2
Cc1cc(C)n2nc(SCC#N)nc2n1	0	1.0	-6	3	1.3	0	-7	0	1[fluorescence artefact?]
CC1CCCN(Cc2nc3c(c(=O)n(C)c(=O)n3C)n2Cc2c(F)cccc2Cl)C1 (centres undefined)	4	-0.1	-7	5	0.0	-3	13	0	2
COC(=O)c1ccc(NC(C)=O)o1	-10	1.3	-14	-1	1.3	1	-12	0	-4[fluorescence artefact?]
Cc1cc(NC(=O)CCCS(=O)(=O)c2nc(-c3cccs3)cc(C(F)(F)F)n2)no1	40*	-0.2	21	1	0.2	-1	-41	5	-13
CCN1/C(=C/C=C/C=C/c2sc3ccccc3[n+]2CC)Sc2ccccc21	-3	-1.1	.	48*	0.5	2	6	51*	-175
CCN(CC)CCCNC(=S)N1CCn2c(nc3ccccc32)C1	-18	-0.4	-14	9	-0.2	-2	3	5	-1[fluorescence artefact?]
Cc1cc(N2CCOCC2)nc(-c2ccc([N+](=O)[O-])cc2)n1	7	0.0	-5	6	-1.2	0	-13	2	-5
O=C(CN1CCN(c2ccc(F)cc2)CC1)c1ccc2c(c1)OCO2	7	-0.5	-25	5	-2.4	-2	-3	2	0
COC(=O)c1cn(C(C)C(=O)NCc2ccco2)c2ccccc12 (centres undefined)	2	0.4	-7	5	-0.1	-3	-1	1	1[fluorescence artefact?]
C=CCOc1ccc(CNCCc2ccc(S(N)(=O)=O)cc2)cc1	1	0.6	-9	1	-1.8	0	-25	-2	-1
CC(C)NC(=O)C(C)n1cccc1C(=O)c1ccccc1 (centres undefined)	-36	0.7	-3	4	1.2	3	-13	0	5
CCOC(=O)CNC(=O)Nc1nnc(-c2ccc(OCC)cc2)o1	-12	0.4	-8	10	0.5	2	-2	0	-3
CCc1nnc(NC(=O)CSc2nnc(Cc3cc(=O)[nH]c(=O)[nH]3)n2-c2cccc(OC)c2)s1	-17	0.0	-17	0	-0.8	-2	4	-6	0
C=CCNc1ncnc2c1cnn2-c1ccc(Cl)cc1	4	0.6	-22	4	0.5	5	8	-1	0
N=c1n(-c2ccccc2)c(O)cc(=O)n1-c1ccccc1	-3	0.4	2	4	2.4	1	0	-3	5
Cc1cc(C)nc(NC(=O)CSc2nc3ccccc3s2)n1	-3	-0.8	-34	6	0.1	-3	-1	2	6[fluorescence artefact?]
COc1ccc(NC(=O)c2cc(C)nc3ccccc23)cc1S(=O)(=O)Nc1ccccc1Cl	7	-1.2	-6	3	-1.1	0	-3	3	-1
CCCNC(=O)COC(=O)c1ccc(S(=O)(=O)N2CCCCCC2)cc1	-6	-0.5	1	6	0.7	-1	8	-1	-6[fluorescence artefact?]
CC(C)Cn1c(CN2CCCCC2C)nc2c1c(=O)n(C)c(=O)n2C (centres undefined)	7	-0.5	-4	2	0.7	3	-3	1	5[fluorescence artefact?]
COc1ccc(OCC(=O)Nc2cccc(C(=O)Nc3ccccc3C(=O)O)c2)cc1	-4	1.4	8	-2	-1.1	1	3	-5	-6[fluorescence artefact?]
CCc1c(C)nc(SCC(=O)N2CCc3ccccc32)[nH]c1=O	-17	-0.7	-10	3	0.3	-1	13	-2	0
COC(=O)c1[nH]c2ccc(Cl)cc2c1NC(=O)c1ccccc1[N+](=O)[O-]	-9	0.5	-9	0	1.3	-2	10	-2	1
CC(C)(C)OC(=O)N/N=C\c1ccc(OC(=O)c2ccco2)cc1	13	1.6	-2	7	0.0	-2	-9	1	-3
Nc1nonc1NC(=O)NN=C1CCCCC1	-7	1.3	4	8	0.8	-1	8	-2	14
CC(C)Oc1ccc(/C=N/NC(=O)c2ccc(N(Cc3ccccc3)S(C)(=O)=O)cc2)cc1	-3	-0.1	-6	2	2.0	-1	3	-4	1[fluorescence artefact?]
C/C(=N\NC(=O)COc1ccccc1[N+](=O)[O-])c1cccs1	0	-0.4	-21	0	-1.4	-2	-2	-3	6
Cc1nn(-c2ccc(F)cc2)c(Cl)c1/C=C1\C(=O)Nc2ccccc21	-10	0.3	-14	5	-1.0	-1	3	1	2[fluorescence artefact?]
COc1ccc(C(=O)O)cc1S(=O)(=O)N(C)C	5	0.8	0	8	-0.1	0	-9	3	-2
CCC(=O)c1ccccc1OCCSc1nc(C)cc(=O)[nH]1	-22	0.3	-8	2	1.2	1	-1	-5	-1
